# Compound activity as filed in PubChem BioAssay.
# GPR151 activ: activators of human GPR151, primary screen, cell-based, PathHunter beta-arrestin, luminescence; 1% of 650,000 active; G-protein coupled receptor 151 (Homo sapiens), Q8TDV0; activation, % at 11.2 µM; AID 1508602, 2020; PathHunter beta-arrestin GPR151 cells; in the data active = activation above about 4.9%;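 also: 0% = median of compound wells and 100% = cells with positive control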
# MITF inh: MITF inhibitors, primary screen, biochemical, AlphaScreen, human; AID 1259374, 2018; AlphaScreen MITF homodimerization, bead proximity signal; 0.91% of 650,000 active; Microphthalmia-associated transcription factor (Homo sapiens), O75030; inhibition, % at 2.6 µM; in the data active = inhibition above about 50%;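 also: 0% = vehicle wells with protein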
# TEAD-YAP inh: TEAD-YAP interaction inhibition, primary screen, TEAD-YAP interaction inhibitor project, luminescence, HEK-TIYL cells; inhibition, % at 9.12 µM; 1.4% of 640,000 active; TEAD-Gal4/YAP UAS-luciferase luminescence; AID 1259422, 2018; in the data active = inhibition above about 32%;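 also: 0% = median of test compound wells and 100% = reference inhibitor wells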
# FBW7 act: FBW7 E3 ligase activators, primary screen, biochemical, AlphaScreen, human; AlphaScreen FBW7–phospho-cyclin E peptide binding, activator screen; normalized activity (activation), % at 26.1 µM; F-box/WD repeat-containing protein 7 (Homo sapiens), Q969H0; 0.13% of 650,000 active; in the data active = normalized activity above about 1.9%;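 also: purified mutant Fbw7 with reduced substrate affinity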
# Target sequence (Q969H0 whole entry, looked up): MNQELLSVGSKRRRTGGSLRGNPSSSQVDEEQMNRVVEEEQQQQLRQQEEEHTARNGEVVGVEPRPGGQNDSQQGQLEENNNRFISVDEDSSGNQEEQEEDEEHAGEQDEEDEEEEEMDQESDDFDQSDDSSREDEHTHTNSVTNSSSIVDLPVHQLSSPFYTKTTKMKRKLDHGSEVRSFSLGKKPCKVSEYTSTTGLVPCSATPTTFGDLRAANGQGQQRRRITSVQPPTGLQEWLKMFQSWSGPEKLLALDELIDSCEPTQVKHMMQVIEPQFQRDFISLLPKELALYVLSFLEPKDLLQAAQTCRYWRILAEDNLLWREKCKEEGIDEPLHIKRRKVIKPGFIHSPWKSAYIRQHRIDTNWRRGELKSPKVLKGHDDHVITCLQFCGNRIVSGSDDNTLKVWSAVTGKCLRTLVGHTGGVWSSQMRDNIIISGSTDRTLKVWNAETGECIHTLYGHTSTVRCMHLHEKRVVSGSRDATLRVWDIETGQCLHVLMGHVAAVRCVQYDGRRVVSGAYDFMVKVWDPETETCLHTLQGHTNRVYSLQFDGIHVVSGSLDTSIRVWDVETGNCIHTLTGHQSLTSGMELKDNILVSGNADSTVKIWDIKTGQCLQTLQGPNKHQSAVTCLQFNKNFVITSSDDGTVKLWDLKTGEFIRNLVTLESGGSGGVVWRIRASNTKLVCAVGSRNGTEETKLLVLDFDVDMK
# * hit, by the source's call; . = not tested or not shown. Compounds were not picked by outcome; 3.4% or so of the library scored in one or more.
SMILES,GPR151 activ,MITF inh,TEAD-YAP inh,FBW7 act
COc1ccc(CNc2nccn3c(-c4cccc(C(N)=O)c4)cnc23)cc1,-0.3,16,-3,-0.2
CCOC(=O)c1[nH]c2ccc(OC)cc2c1NC(=O)CN1CCCCC1,-1.1,9,-3,-0.2
Cc1ccc(Nc2ncc(Cc3cccc(Cl)c3Cl)s2)cc1,-0.6,-2,-11,0.0
CCc1nc(SCC(=O)Nc2c(C)[nH]c(=O)[nH]c2=O)c2c3c(sc2n1)CCCC3,0.4,-4,2,-0.1
CC(C)(C)NC(=O)C(c1ccccc1F)N(Cc1ccc(F)cc1)C(=O)c1csnn1 (configuration not stated),-0.1,4,7,0.2
Cc1c(C(=O)NC2CCCCC2)sc2ncnc(N3CCOCC3)c12,-0.2,-4,-1,0.1
Cc1ccc(-n2c(/C=C/c3coc4ccc(Cl)cc4c3=O)nc3ccccc3c2=O)cc1,0.4,-5,-4,-0.1
CC(C)n1cnc2c(Nc3ccc4c(c3)OCO4)nc(Nc3cccc(N(C)C)c3)nc21,-0.3,5,-37,-0.2
COc1cc(C(=O)COC(=O)c2ccc([N+](=O)[O-])o2)cc(OC)c1OC,0.3,22,5,0.2
COc1ccc(OC(C)C(=O)N2CCOCC2)cc1 (configuration not stated),0.5,-2,-5,0.0
c1ccc(Nc2nc(Nc3ccc(N4CCOCC4)cc3)c3[nH]cnc3n2)cc1,0.6,3,47*,0.0
CN1CCC(N2C[C@@H]3C[C@@H](c4ccc(Cl)cc4)N4CCC[C@@]34C2=O)CC1,-1.1,2,4,-0.1
CCOC(=O)Nc1ccc2c(c1)N(C(N)=O)c1ccccc1S2,3.2,-3,7,0.1
CCOc1ccc(NC(=O)N(C2CCCC2)C2CCN(C(C)=O)CC2)cc1,0.2,-10,-5,-0.3
CC(=O)N1CCc2nc(-c3cccnc3)nc(N3CCCC3)c2C1,1.8,-1,-3,-0.1
COCCCN1C(=O)c2ccc(C(=O)OCc3ccc(C(C)(C)C)cc3)cc2C1=O,1.9,-8,-4,0.0
CN(C)c1cccc(Nc2cccc(C(=O)NCCc3ccc(O)cc3)n2)c1,-1.9,-5,0,-0.2
O=C(CN1N=NC2C(=O)N(c3ccc(Cl)cc3)C(=O)C21)Nc1ccc2c(c1)OCO2 (configuration not stated),0.5,-15,7,-0.5
COCc1c(CCl)cnc(C)c1O,-0.2,7,-4,-0.1
CCn1cc(CN2CCCC(N(C)CCc3ccc(OC)c(OC)c3)C2)c(C)n1 (configuration not stated),-0.4,-3,-1,0.0
CCCCOC(=O)c1c(N)n(-c2ccc(S(N)(=O)=O)cc2)c2nc3ccccc3nc12,0.1,2,5,0.1
Cc1cccc(NC(=O)Nc2nnc(N(C)C3CCCCC3)s2)c1C,-0.8,6,1,0.0
COc1ccc(NC(=O)Cn2cnc([N+](=O)[O-])n2)c(OC)c1,0.2,2,2,-0.2
COC(=O)c1c(NS(=O)(=O)c2ccc(OC)c(Cl)c2)sc2c1CCCC2,0.1,17,-4,0.1
Cc1cccc(OCC(O)Cn2c(N3CCCCC3)nc3c2c(=O)[nH]c(=O)n3C)c1 (configuration not stated),-0.5,14,10,0.2
# Later entries.
SMILES,GPR151 activ,MITF inh,TEAD-YAP inh,FBW7 act
CC(OC(=O)c1cc2ccccc2oc1=O)c1ccccc1 (configuration not stated),-2.2,-18,3,0.8
CCn1c(C(=O)N2CCC(C(=O)NCCCN3CCOCC3)CC2)cc2sccc21,-0.8,13,-1,0.6
Cc1ccc(NC(=O)CCc2ccc(C)o2)c(C)c1,3.7,3,3,-0.2
COCCn1c(=O)n(CC(=O)NC2CC2)c2cccnc21,0.4,-6,-4,-0.2
O=C(N/N=C/c1sc(N2CCOCC2)nc1-c1ccccc1)c1ccccc1O,1.5,22,6,-0.3
Cc1ccc(-c2ncn(-c3ccc(Nc4nccc(-c5cc(F)cc(-c6cn[nH]c6C)c5)n4)cc3)n2)cn1,-0.4,10,-2,0.5
Cn1c(SCC(=O)Nc2cccc(C(F)(F)F)c2)nnc1C(F)(F)F,0.7,11,11,0.1
CC1(C2CCN(C(=O)CC3CCCC3)CC2)NC(=O)N(Cc2ccsc2)C1=O (configuration not stated),-1.5,18,2,1.0
Cc1ccc(N2CCN(c3ccc(C)cc3)C2c2cccc(Cl)c2Cl)cc1,-0.7,19,-5,0.0
OCC1(Cc2ccccc2)CCN(Cc2cccc3c2OCO3)CC1,5.0*,-3,-4,-0.1
O=C(O)C1C2C=CC3(CN(c4cccc(Cl)c4)C(=O)C13)O2 (configuration not stated),-0.2,5,-2,-0.1
O=C1C(=O)N(c2ccc(C(=O)O)c(O)c2)C(c2ccc(Br)cc2)/C1=C(\O)c1ccccc1 (configuration not stated),-1.1,7,5,0.1
CCOC(=O)c1nnn(-c2ccc(Cl)cc2)c1N,0.8,-1,-16,0.1
COC(=O)C1=C(C)NC2=C(C(=O)CC(c3ccc(OC)c(OC)c3)C2)C1c1ccccc1OC(C)C (configuration not stated),-0.9,5,-10,0.0
O=C(CN1C(=O)CSC1=O)Nc1ccc2c(c1)OCCO2,0.1,1,3,-0.1
COc1cc2nc(/C=C/c3ccccc3F)n(-c3ccc(C)cc3)c(=O)c2cc1OC,0.1,-4,5,0.0
C/C(CCN1CCCCc2nc(C)c(C)cc21)=N\O[C@@H](C)CN1CCCCc2nc(C)c(C)cc21,-2.5,17,.,0.1
c1ccc(CN2C3=NCCN3c3ccccc32)cc1,0.5,-7,-7,0.1
COc1ccc(NC(=O)N2CC(C)OC(C)C2)cc1OC (configuration not stated),-0.4,13,-4,-0.1
CCCCCN1C2=C(C(=O)CC(C)(C)C2)C(c2ccc(C)cc2)C2=C1CC(C)(C)CC2=O,0.2,3,17,0.2
O=C(NCC1CCCO1)c1ccc(CSc2ccc(Cl)cc2)cc1 (configuration not stated),-1.8,11,1,0.6
O=C(Nc1nc2ccccc2n1CCN1CCOCC1)c1nn(-c2ccccc2)cc1-c1ccccc1,0.6,2,-5,-0.1
CCOC(=O)c1cc2occc2n1CC(=O)Nc1ccc(N(C)C)cc1,3.7,26,-6,0.3
CN(C)CCn1c(C2COc3ccccc3O2)nc2cc(-c3ccncc3)cnc21 (configuration not stated),0.7,-6,-9,-0.1
Cc1noc(C)c1-c1cncc(C(=O)NCc2cccc(C(F)(F)F)c2)c1,1.2,-6,-10,-0.1
# Additional compounds.
SMILES,GPR151 activ,MITF inh,TEAD-YAP inh,FBW7 act
O=[N+]([O-])c1ccc(OCCN2CCCCC2)cc1,0.6,-4,-22,-0.3
COc1cc2c(cc1OC)C(C)N(C(=O)Cn1ncc3c1-c1ccccc1OC3)CC2 (configuration not stated),0.8,-1,5,0.0
CCCONC(=O)Nc1ccc(Br)cc1,-0.5,11,-20,-0.2
O=C(Cc1ccc(Cl)cc1)Nc1ccc2[nH]c(=O)[nH]c2c1,1.4,2,5,-0.1
CCOCCOC(=O)C1=C(C)NC2=C(C(=O)CC(c3ccccc3)C2)C1c1ccccc1[N+](=O)[O-] (configuration not stated),-1.3,12,4,-0.4
O=C1NC(=S)N(c2cccc(Cl)c2)C(=O)/C1=C/c1ccc(O)cc1O,-1.5,9,9,-0.1
O=C(NCc1ccco1)NC1(C(F)(F)F)Oc2ccccc2O1,1.6,2,-6,0.0
CS(=O)(=O)Nc1ccc(-c2ccc(N)cc2)cc1[N+](=O)[O-],-0.3,7,6,-0.1
COc1ccc(F)cc1S(=O)(=O)Nc1ccccc1C(=O)O,1.1,10,-9,0.3
Cc1ccc(NC(=O)C2CCC(=O)N2C(=O)OCc2ccccc2)c(C)c1 (configuration not stated),-0.8,2,7,0.6
CC(=O)Nc1sc(NC(=O)c2ccc(C)cc2)nc1-c1cccs1,-1.0,4,-2,-0.3
O=C(NCCCN1CCOCC1)c1ccc(Cl)cc1Cl,-0.1,0,-11,0.0
COc1ccc2sc(N(Cc3ccccc3)C(=O)c3ccc(C#N)cc3)nc2c1,-1.2,3,-28,-0.1
CC(=O)N(Cc1ccc2c(c1)OCO2)c1ccc2nc(-c3ccc(C)cc3)oc2c1,0.3,-2,-42,0.0
Cc1ccc(-c2cc(C(=O)OCC(=O)c3ccc(-c4ccccc4)cc3)c3ccccc3n2)cc1,-0.5,10,7,-0.1
CC1C(=O)N2CCCc3cc(NS(=O)(=O)c4cc(F)ccc4F)cc1c32 (configuration not stated),-0.7,11,7,0.2
OCCC1CN(C2CCC2)CCN1Cc1ccc(F)c(F)c1 (configuration not stated),0.6,0,5,0.1
COc1cc(N)c(Cl)cc1NC(=O)c1ccccc1,-0.3,7,3,0.1
Cc1cc(C)nc(-n2nc(C)c3c(=O)oc(C)cc32)n1,-1.2,-6,-3,0.0
CC1CC(=O)N(c2ccc(NCCNc3cccc4ccccc34)c([N+](=O)[O-])c2)C1=O (configuration not stated),0.6,13,4,0.3
Cc1csc(NC(=O)CSc2nc3ccccc3c(=O)[nH]2)n1,1.0,10,7,0.1
NC(=O)CNC(=O)C1CCN(S(=O)(=O)c2ccc(Cl)cc2)CC1,-0.2,4,7,0.0
COc1ccc(N2CCN(Cc3csc(C)c3)CC2)cc1,0.4,14,4,-0.1
CCN(c1ccc(NC(=O)COC(=O)c2ccc([N+](=O)[O-])o2)cc1)C(C)C,0.2,-2,6,0.1
O=C(CN1CCCCCC1)N1CCCc2c1c(=O)oc1ccc(O)cc21,-0.4,-7,-10,-0.1

# Whole records from above. Order of screens: GPR151 activ, MITF inh, TEAD-YAP inh, FBW7 act
# CS(=O)(=O)Nc1ccc(-c2ccc(N)cc2)cc1[N+](=O)[O-] is entered as -0.3, 7, 6, -0.1
# CC1CC(=O)N(c2ccc(NCCNc3cccc4ccccc34)c([N+](=O)[O-])c2)C1=O (configuration not stated) is entered as 0.6, 13, 4, 0.3
# CCN(c1ccc(NC(=O)COC(=O)c2ccc([N+](=O)[O-])o2)cc1)C(C)C is entered as 0.2, -2, 6, 0.1
# Cc1ccc(NC(=O)C2CCC(=O)N2C(=O)OCc2ccccc2)c(C)c1 (configuration not stated) is entered as -0.8, 2, 7, 0.6
# CC(=O)N(Cc1ccc2c(c1)OCO2)c1ccc2nc(-c3ccc(C)cc3)oc2c1 is entered as 0.3, -2, -42, 0.0

# Some entries already given, showing only MITF inh.
SMILES	MITF inh
O=C(NCc1ccco1)NC1(C(F)(F)F)Oc2ccccc2O1	2
CS(=O)(=O)Nc1ccc(-c2ccc(N)cc2)cc1[N+](=O)[O-]	7

# Other structures follow.
SMILES,GPR151 activ,MITF inh,TEAD-YAP inh,FBW7 act
COc1ccc(-c2noc(CC(=O)Nc3ccc(F)cc3)n2)cc1,1.7,2,5,-0.1
COc1ccc(S(=O)(=O)NCCN2CCN(C(=O)OC(C)(C)C)CC2)cc1,0.4,-2,0,0.7
O=C1C(=O)N(CCCN2CCOCC2)C(c2ccc(Cl)cc2)/C1=C(/O)c1ccc(S(=O)(=O)N2CCOCC2)cc1 (configuration not stated),-1.5,-7,2,0.0
COc1ccc(-c2ccc(SCC(=O)Nc3cc(C)on3)nn2)cc1OC,0.2,0,-8,-0.5
CCOc1ccc2nc(NC(=O)CS(=O)(=O)c3ccc(C)cc3)sc2c1,-0.2,-2,-19,-0.1
Cc1ccc(NC(=O)CCN2CCN(c3ccccc3)CC2)cc1C,0.7,13,3,0.0
Clc1ccc(SCCN2CCNCC2)cc1,-0.2,31,11,-0.4
CCOC(=O)N1CCc2c(sc(NC(=O)/C=C/c3cccs3)c2C#N)C1,0.7,0,49*,-0.1
O=C(CSCC(=O)N1CCCCC1)Nc1nc(-c2ccccc2)cs1,1.2,0,-27,-0.1
CN(Cc1ccc2nsnc2c1)Cc1nc(-c2ccc3c(c2)OCO3)no1,-0.9,-2,4,0.6
COc1ccc(C2C(C#N)=C(N)N(c3ccc(OC)cc3OC)C3=C2C(=O)CC(C)(C)C3)cc1 (configuration not stated),-0.9,17,-5,0.3
CCOCCOC(=O)C1=C(C)NC2=C(C(=O)CC(C)(C)C2)C1c1ccc(OC)c(Br)c1 (configuration not stated),0.5,-22,7,0.2
CSc1ncc(Cl)c(C(=O)Nc2cccc(I)c2)n1,0.8,3,6,-0.1
Cc1ccc(S(=O)(=O)N2CCC(C(=O)N3CCCC(C)C3)CC2)cc1 (configuration not stated),1.9,19,12,0.0
C/C(CC(=O)Nc1cc(C)cc(C)c1)=N\NC(=O)c1ccccn1,-3.1,24,-17,-0.2
CC(=O)N1CCc2[nH]nc(-c3ccc(Cl)cc3)c2C1,0.9,9,19,1.2
O=C(Nc1cc(Cl)ccc1N1CCCC1)C12CC3CC(CC(O)(C3)C1)C2,1.2,-11,-6,0.0
O=C1OC(c2cc(C3=N/C(=C\c4ccccc4)C(=O)O3)cc(C3=N/C(=C/c4ccccc4)C(=O)O3)c2)=N/C1=C\c1ccccc1,-0.2,58*,9,-0.2
COCCn1c2c(c(=O)[nH]c1=O)C(c1cccc(OC)c1)C1=C(N2)c2ccccc2C1=O (configuration not stated),0.1,-2,9,0.0
CCOC(=O)C1CCN(C(=O)CC(C)(C)CC2=NS(=O)(=O)c3ccccc3N2)CC1,1.6,2,-6,-0.1
